From PubChem BioAssay
PhoP inhibition = inhibitors of PhoP regulon expression, primary screen, Salmonella Typhimurium, GFP reporter (AID 1863); S. Typhimurium PhoP-regulated promoter GFP reporter, 4 h; higher % means a stronger effect; one-dose inhibition, % at 50 µM; IC50 in µM for titrated hits; hit rate 0.16% among 300,000;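 active = inhibition over 29.93%, a cutoff 3 SD above the screen mean, later confirmed by dose response; inconclusive = inhibition over 29.93% but no dose response follow-up; inactive = inhibition at most 29.93% or unconfirmed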;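 also: 0% = low Mg2+ inducing control and 100% = high Mg2+ repressing control; strong numbers were not always called active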
Siah-1 displacement = blockers of Siah-1 interaction with plectin peptide – biochemical, fluorescence polarization, rhodamine-plectin, uHTS, primary screen (AID 1817). Siah-1 / rhodamine-plectin peptide fluorescence polarization; higher % means a stronger effect. displacement, % at 20 µM; hits with a dose series show IC50 in µM. hit rate 0.02% among 290,000;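 active = displacement of at least 50% at 20 µM, with a fluorescence ratio check between 0.3 and a set limit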;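 also: plate controls were Siah plus tracer with DMSO for no effect and tracer alone without Siah for full effect; strong numbers were not always called active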
HIV fusion peptide = cell-free HIV fusion peptide-binding blockers – biochemical, uHTS, fluorescence dequenching, primary screen (AID 1986) | cell-free peptide binding, fluorescence dequenching, 30 min; higher % means a stronger effect | inhibition, % at 20 µM; hits with a dose series show IC50 in µM | hit rate 0.3% among 290,000; in the data active = inhibition mostly above about 52%, no sharp cut-off; inactive = mostly below about 76%; also: some results filed as inactive read as strong as hits
Rac1 GTP hydrolysis = MgcRacGAP GTPase-activating activity inhibitors, confirmation, biochemical, ADP Hunter fluorescence; MgcRacGAP-stimulated Rac1 GTP hydrolysis, ADP Hunter fluorescence; higher % means a stronger effect; GST-tagged Rac1 F28L mutant substrate; inhibition, % at 30 µM, or IC50 in µM where a hit was titrated; hit rate 0.6% among 340,000; AID 624330;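 active = first-screen hits whose inhibition reached a set limit at any dose in the follow-up dose series; inconclusive = inhibition above the set first-screen limit but never retested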;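 also: fluorescence reports GDP produced by GAP-driven GTP hydrolysis; strong numbers were not always called active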
LYP inhibition = PTPN22 lymphoid phosphatase activity blockers – biochemical, fluorescence intensity, uHTS (AID 1779) | one-dose inhibition, % at 11.5 µM; IC50 in µM for titrated hits | recombinant LYP phosphatase, fluorescence intensity; higher % means a stronger effect | hit rate 0.054% among 290,000; in the data active = inhibition above about 50%;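 also: plate controls were vehicle with enzyme for no effect and no enzyme for full effect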
GPR35 antagonists = GPR35 antagonists blocking zaprinast-driven arrestin recruitment, primary screen, imaging, U2OS, beta-arrestin-GFP, zaprinast agonist (AID 2058). U2OS GPR35 beta-arrestin-GFP translocation imaging, zaprinast antagonism; higher % means a stronger effect. inhibition, % at 10 µM; hits with a dose series show IC50 in µM. hit rate 0.052% among 290,000;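 active = inhibition of at least 50% with at least 30 cells and total cytoplasm GFP at most 10,000,000; inconclusive = under 30 cells or total GFP of 10,000,000 plus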
Myeloid diff MLP = myeloid differentiation induction | calls only at 10 µM | hit rate 1% among 360,000 | ER-HoxA9 myeloid progenitors, lysozyme-GFP differentiation, flow cytometry | AID 624256;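 active = normalized GFP-positive differentiation at or above the plate's own cutoff, the solvent-only control mean plus 3 SD; inconclusive = no clear call, values can overlap the other calls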;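 also: cells exposed to compound for four days before flow analysis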
NTR1 agonist = NTR1-driven beta-arrestin-GFP spot formation – imaging, U2OS cells, high content, primary screen (AID 493036); hit rate 0.17% among 330,000; agonist mode; P30989; activation, % at 20 µM;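 active = activation at or above 40% of the spot to cytoplasm intensity ratio, with at least 20 cells analyzed; inconclusive = wells under 20 cells, flagged as cytotoxic or low count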;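 also: 0% = DMSO without peptide and 100% = 100 nM NTR1 peptide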
Target sequence (P30989 whole entry, looked up): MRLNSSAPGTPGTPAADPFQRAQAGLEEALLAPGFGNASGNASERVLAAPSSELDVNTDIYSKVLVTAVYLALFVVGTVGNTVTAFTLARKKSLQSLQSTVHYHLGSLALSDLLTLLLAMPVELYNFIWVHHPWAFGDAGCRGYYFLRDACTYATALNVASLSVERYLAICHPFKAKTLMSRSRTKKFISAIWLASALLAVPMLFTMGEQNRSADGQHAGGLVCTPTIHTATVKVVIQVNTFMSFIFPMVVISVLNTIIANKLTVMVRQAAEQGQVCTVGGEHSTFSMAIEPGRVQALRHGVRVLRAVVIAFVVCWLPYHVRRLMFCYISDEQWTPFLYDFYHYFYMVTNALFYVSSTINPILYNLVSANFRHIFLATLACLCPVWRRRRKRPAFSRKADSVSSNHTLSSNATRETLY
GPR55 antagonists = GPR55 antagonists blocking LPI-driven arrestin recruitment, primary screen, imaging, U2OS, beta-arrestin-GFP, LPI agonist (AID 2013); U2OS GPR55 beta-arrestin-GFP translocation imaging, LPI antagonism; higher % means a stronger effect; one-dose inhibition, % at 10 µM; IC50 in µM for titrated hits; hit rate 0.13% among 290,000;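 active = spots per cell inhibited over 60%, with over 100 cells counted and total cytoplasm intensity under 500,000; inconclusive = wells with under 100 cells, flagged as likely toxic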;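 also: U2OS cells stably carrying GPR55 and arrestin-GFP stimulated by 5 µM LPI near EC80; imaged beta-arrestin-GFP aggregate spots per cell after agonist stimulation; plate controls were LPI-stimulated DMSO wells for no effect and DMSO wells without LPI for full effect; some results filed as inactive read as strong as hits; confirmed hits need IC50 under 10 µM and bright autofluorescent wells are also inconclusive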
NTR1 agonist cell count 20 µM = also measured in NTR1 agonist; calls as there; cell count; measured here: cell count, cytotoxicity flag
Myeloid diff MLP GFP+ MAC1+ % = second read-out of Myeloid diff MLP, no call of its own (marks repeat the call); GFP+ MAC1+ double positive, %; measured here: differentiation confirmed by MAC1 staining
Numbers without * were called inactive; i = inactive; ? = inconclusive; . = no result given; + = active, no number.

SMILES	PhoP inhibition	Siah-1 displacement	HIV fusion peptide	Rac1 GTP hydrolysis	LYP inhibition	GPR35 antagonists	Myeloid diff MLP	Myeloid diff MLP GFP+ MAC1+ %	NTR1 agonist	NTR1 agonist cell count 20 µM	GPR55 antagonists
COc1cc(OC)c(C2C(C#N)=C(N)Oc3cc(C)n(CCCN4CCOCC4)c(=O)c32)cc1OC (configuration not stated)	-8%	-5%	-0.9%	5%	-4%	24%	i	0.6	-1.0	99	8%
Cc1nc2ccccc2n1/C(=N\S(=O)(=O)c1ccccc1)c1ccccc1	-21%	6%	1.7%	4%	2%	4%	i	0.3	-2.3	63	2%
COc1ccc(OCC(O)COc2ccc(C(=O)O)cc2)cc1 (configuration not stated)	-12%	-5%	2.4%	7%	-10%	2%	i	0.7	0.4	55	-17%
COc1ccc(C(=O)Nc2cc(C)c(NC(=O)c3ccccc3OC)cn2)cc1	-3%	2%	1.4%	10%	2%	4%	i	0.4	-0.5	48	-7%
Cc1ccccc1C(=O)N1CCN(c2ccc(NC(=O)c3ccco3)cc2Cl)CC1	-2%	0%	-1.3%	18%	4%	-23%	i	0.4	4.5	32	-16%
CC(=O)c1c(C)n(C)c2ccc(OC(=O)c3ccco3)cc12	12%	-6%	0.2%	12%	0%	21%	+	.	1.9	58	0%
C=CCC(C#Cc1ccc(C)cc1)N(CC)CC (configuration not stated)	7%	1%	3.2%	3%	-8%	-7%	i	0.6	1.2	58	-4%
CC(C)(C)NC(=O)c1cccc(NC(=O)c2ccc3c(c2)C(=O)N(C(C)(C)C)C3=O)c1	-3%	-2%	-0.3%	10%	-1%	-4%	i	13	22	57	-1%
O=[N+]([O-])c1ccc(N(CCO)Cc2ccccc2)c([N+](=O)[O-])c1	-7%	0%	-3.0%	6%	-6%	10%	i	1.8	2.0	58	18%
O=C(CSc1nnc2c(n1)[nH]c1ccccc12)NCc1ccccc1F	-7%	1%	1.8%	4%	2%	-5%	i	0.9	2.3	46	-2%
O=C(Nc1cccc2ccccc12)c1onc2c1CCCC2	-6%	3%	1.0%	7%	-7%	6%	i	0.7	5.5	42	11%
CC(=O)N1CCOc2ccc(S(=O)(=O)Nc3ncccc3C)cc21	-12%	0%	-1.0%	5%	-9%	6%	i	1.4	-0.6	70	13%

Shown bar-delimited: part of the list above.
mol | PhoP inhibition | Siah-1 displacement | HIV fusion peptide | Rac1 GTP hydrolysis | LYP inhibition | GPR35 antagonists | Myeloid diff MLP | Myeloid diff MLP GFP+ MAC1+ % | NTR1 agonist | NTR1 agonist cell count 20 µM | GPR55 antagonists
CC(=O)c1c(C)n(C)c2ccc(OC(=O)c3ccco3)cc12 | 12% | -6% | 0.2% | 12% | 0% | 21% | + | . | 1.9 | 58 | 0%
C=CCC(C#Cc1ccc(C)cc1)N(CC)CC (configuration not stated) | 7% | 1% | 3.2% | 3% | -8% | -7% | i | 0.6 | 1.2 | 58 | -4%
CC(C)(C)NC(=O)c1cccc(NC(=O)c2ccc3c(c2)C(=O)N(C(C)(C)C)C3=O)c1 | -3% | -2% | -0.3% | 10% | -1% | -4% | i | 13 | 22 | 57 | -1%

Later entries
SMILES	PhoP inhibition	Siah-1 displacement	HIV fusion peptide	Rac1 GTP hydrolysis	LYP inhibition	GPR35 antagonists	Myeloid diff MLP	Myeloid diff MLP GFP+ MAC1+ %	NTR1 agonist	NTR1 agonist cell count 20 µM	GPR55 antagonists
CCOc1ccc(C(=O)NCCN2CCOCC2)cc1	.	1%	-0.6%	7%	-2%	2%	i	0.2	0.3	52	4%
COc1ccc(-c2cc3ccc(OCc4nn[nH]n4)cc3oc2=O)cc1OC	-8%	0%	0.9%	4%	-11%	-5%	i	0.8	-1.0	79	-4%
O=Cc1cccc(OC(=O)/C=C/c2ccco2)c1	-1%	-2%	21%	13%	-9%	11%	i	0.4	1.0	43	-2%
CCc1nnc(SCc2ccc(CSc3nnc(CC)n3N)cc2)n1N	0%	3%	3.0%	-1%	-11%	-15%	i	1.2	0.2	79	15%
CCN(c1ccc(OC)cc1)S(=O)(=O)c1nnc(NC(=O)c2ccco2)s1	-10%	-7%	11%	8%	-8%	21%	i	0.5	-1.3	67	10%
CCOc1ccc(NC(=O)c2ccc(NC(=S)NC3CC3)cc2)cc1	4%	-1%	-0.2%	6%	-4%	2%	i	0.5	5.0	92	4%
CN1CCN(c2ccc([N+](=O)[O-])cc2NC(=O)c2ccccc2)CC1	-3%	0%	-2.0%	5%	-2%	5%	i	0.7	-0.5	78	27%
Cc1cc(=O)[nH]c(N/N=C/c2ccc(C)o2)n1	1%	14%	0.6%	7%	-2%	0%	i	0.4	0.4	59	3%
COc1ccc(Br)c(C(=O)Nc2nc3ccccc3[nH]2)c1	6%	0%	-0.7%	4%	-2%	10%	.	.	-0.5	41	-1%
Cc1cccc(NCc2nc3ccccc3n2C)c1	-3%	-4%	-1.0%	-2%	-6%	7%	i	6.3	0.5	44	-9%
CCN(CC)c1ccc(NC(=O)OC)cc1	-5%	-3%	1.1%	?	0%	-1%	i	0.6	-1.3	62	-2%
CN1CCN(NC(=O)Nc2ccc(Br)cc2)CC1	-4%	-3%	-0.4%	9%	-14%	-11%	i	0.4	-0.6	74	6%
CC(C)C[C@H](NC(=O)c1[nH]cnc1C(=O)N[C@@H](C)C(=O)OC(C)(C)C)C(=O)OC(C)(C)C	3%	0%	-0.4%	8%	11%	-3%	i	2.3	11	92	-5%
CCN(CC(=O)NCc1ccc(Cl)cc1)C(=O)c1ccc(S(=O)(=O)N(C)C)cc1	-4%	8%	-0.9%	4%	12%	9%	i	0.7	0.7	62	12%
O=S(=O)(Nc1ccc(S(=O)(=O)Nc2nccs2)cc1)c1ccc(Br)cc1	1%	0%	8.8%	8%	-4%	-11%	i	0.5	0.7	51	-6%
COc1ccc(NC(=O)/C=C/c2ccc(OC)c(OC)c2)cn1	1%	-4%	1.1%	7%	-9%	4%	i	0.2	0.9	51	-4%
CC(C)CCN1CCN(Cc2ccc(N3CCNC3=O)cc2)CC1CCO (configuration not stated)	-11%	-3%	-0.7%	9%	-8%	-3%	i	0.7	-0.4	45	-6%
CCOc1ccc(C(C(=O)NCC2CCCO2)N(C(=O)c2snc(C(N)=O)c2N)c2cccc(F)c2)cc1 (configuration not stated)	12%	-2%	1.5%	1%	-5%	-6%	i	0.7	1.1	42	-1%
COc1ccc(N2CCN(C(=S)Nc3cccc(C)c3)CC2)cc1	-3%	4%	-2.3%	14%	-2%	1%	i	1.4	-0.9	45	1%
Cc1nn(C)cc1/C=N/NC(=O)c1ccc2c(c1)OCO2	-3%	0%	-3.8%	-3%	-5%	-17%	i	1.2	-1.8	86	7%
O=C(c1ccco1)N1N=C(c2ccccc2)CC1c1ccc2nccnc2c1 (configuration not stated)	-5%	1%	-2.5%	12%	0%	-6%	i	0.7	0.0	41	-6%
O=C(NC1CCCCC1)c1cc(S(=O)(=O)N2CCCC2)ccc1Cl	5%	4%	0.9%	9%	-10%	-9%	i	0.3	2.1	52	5%
Nn1c(SCC(=O)NCC2CCCO2)nnc1-c1ccc(OC(F)F)cc1 (configuration not stated)	5%	.	.	1%	.	.	i	1.1	-0.4	60	.
CCOc1ccc2nc(NS(=O)(=O)c3ccc(NC(C)=O)cc3)sc2c1	8%	-1%	2.3%	5%	-4%	8%	i	0.2	0.0	104	-3%
COc1ccccc1-c1ccc(SCC(=O)NC2CCCCC2)nn1	-5%	0%	-0.5%	9%	-8%	0%	i	0.0	13	35	9%
O=C(Cc1ccccc1)NCC(=O)OCc1ccccc1F	-1%	3%	1.4%	7%	1%	0%	i	3.6	0.1	67	-6%
COC(=O)c1cn(NC(=O)c2cccc(F)c2)c(=O)c2ccccc12	-3%	-2%	-1.2%	-1%	-6%	9%	i	1.1	0.7	39	13%
Cn1c(SCc2ccc3c(c2)OCO3)nnc1-c1ccccc1	11%	0%	-1.1%	9%	2%	-8%	i	1.2	0.4	64	18%
Cc1ccc(NC(=S)N2CCN(S(C)(=O)=O)CC2)cc1C	-3%	7%	-1.1%	6%	-5%	3%	i	5.5	0.2	67	9%
O=C(Nc1ccc(CN2CCS(=O)(=O)CC2)cc1)c1ccc(C(F)(F)F)cc1	3%	0%	-0.6%	3%	-7%	4%	i	0.3	-1.3	53	14%
CCOc1ccc(CCNC(=O)CN2C(=O)CCSc3ccccc32)cc1	-9%	6%	0.7%	6%	-5%	4%	i	0.6	-2.0	38	1%
Cc1c(Br)c([N+](=O)[O-])nn1CCCC(=O)Nc1sc2c(c1C(N)=O)CCC(C)C2 (configuration not stated)	-1%	8%	2.2%	-9%	12%	0%	i	1.1	11	78	10%
O=C(NCCc1c[nH]c2ccc(Cl)cc12)c1ccc([N+](=O)[O-])cc1	6%	-5%	-1.6%	12%	-4%	14%	i	0.1	8.5	55	4%
COC(=O)c1ccccc1NC(=O)c1ccccc1OC	-1%	2%	-3.5%	-4%	0%	-6%	i	0.7	0.3	62	-17%
Cn1c(CN2CCOCC2)nc2cc(NC(=O)c3ccc(F)cc3)ccc21	-10%	4%	-2.7%	2%	-1%	-4%	i	7.7	-1.6	32	-4%
Cc1nn(-c2ccccc2)c2c1C(c1ccc(Br)s1)C(C#N)=C(N)O2 (configuration not stated)	1%	0%	10%	10%	2%	28%	i	0.8	.	.	4%
Cn1c(=N)c(S(=O)(=O)c2ccccc2)cc2c(=O)n3ccccc3nc21	-8%	0%	0.0%	5%	-52%	3%	i	0.5	0.6	72	12%
O=S(=O)(NCCSc1ccc(Cl)cc1)c1ccc(F)cc1	0%	0%	0.6%	5%	-6%	11%	i	0.4	2.2	89	3%
